Screening results as filed in PubChem BioAssay.
TrxR1 inh: blocks rat thioredoxin reductase 1; O89049; recombinant rTrxR1, NADPH fluorescence consumption, selenite substrate; Potency, µM (series often up to 114 µM), for inactives: at the highest dose activity change, negative = inhibition, most hits filed as inhibitors; 1% of 390,000 active; AID 588453; note: potency is the fitted concentration of half-maximal effect; % is set by controls: 0 for no effect and ±100 for the full control effect; nearly all actives have a fitted effect of over 65% in size
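Rat TrxR1 (90 nM in the dispensed reagent) was pre-reduced with 400 uM NADPH for 5 min at room temperature, then incubated with compound for 15 min. After 400 uM selenite was added, NADPH fluorescence (Ex 340/Em 450 nm) was followed for 8 min.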
IDH1 R132H inh: human IDH1 R132H inhibition. O75874. IDH1-R132H enzyme, NADPH consumption, diaphorase/resazurin fluorescence. Potency, µM (highest dose often 76.6 µM), for inactives: at the highest dose activity change, negative = inhibition, most hits filed as inhibitors. 0.093% of 390,000 active. AID 602179; note: potency is the fitted concentration of half-maximal effect; % is set by controls: 0 for no effect and ±100 for the full control effect; nearly all actives have a fitted effect of over 65% in size
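IDH1-R132H (0.5 ug/mL dispensed) in pH 7.5 Tris buffer was preincubated 30 min with compound, then given a substrate mix of 0.016 mM NADPH and 2 mM alpha-KG for 80 min at room temperature; remaining NADPH was read by diaphorase/resazurin fluorescence.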
PI4K2A block: PI4K2A (human) kinase inhibition; purified PI4K2A, ADP-Glo luminescence, 1 h; hits give low values; AID 1346378; Q9BTU6; 0.13% of 420,000 active; activity change, negative = inhibition, % at 76.9 µM; in the data active = activity change below about -50%; inconclusive = mostly about -30% to -49%;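 note: -100% = wells without enzyme as full effect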
Target sequence (Q9BTU6 whole entry, looked up): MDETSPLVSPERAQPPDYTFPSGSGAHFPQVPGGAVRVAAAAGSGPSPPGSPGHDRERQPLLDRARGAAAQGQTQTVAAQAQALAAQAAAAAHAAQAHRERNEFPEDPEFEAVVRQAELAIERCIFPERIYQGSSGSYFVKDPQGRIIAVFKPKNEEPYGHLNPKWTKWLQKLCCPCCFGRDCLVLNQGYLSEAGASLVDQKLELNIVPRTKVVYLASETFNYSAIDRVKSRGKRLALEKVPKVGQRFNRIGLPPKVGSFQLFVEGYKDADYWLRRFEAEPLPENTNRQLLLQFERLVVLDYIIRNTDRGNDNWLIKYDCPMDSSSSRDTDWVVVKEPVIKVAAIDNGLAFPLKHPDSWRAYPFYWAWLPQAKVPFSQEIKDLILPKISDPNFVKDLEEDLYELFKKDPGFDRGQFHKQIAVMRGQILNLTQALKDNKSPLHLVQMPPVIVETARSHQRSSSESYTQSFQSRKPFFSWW
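Compounds are screened against recombinant PI4K2A using PI as substrate and ATP, the latter dispensed at 300 microM. Reactions run one hour at ambient temperature before ADP-Glo detection; full inhibition defined by wells lacking enzyme.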
USP1 inh: inhibitors of human USP1/UAF1 deubiquitinase | recombinant USP1/UAF1, Ub-Rhodamine cleavage fluorescence | Potency, µM (highest dose often 57.1 µM), for the others: at the top dose activity change, negative = inhibition, usual class: inhibitors | 0.23% of 390,000 active; note: potency is the fitted concentration of half-maximal effect; % is set by controls: 0 for no effect and ±100 for the full control effect; nearly all actives have a fitted effect of over 60% in size; inactives centre near -12
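Step one: compound is pinned into 1nM USP1/UAF1 in HEPES pH 7.8 buffer with TCEP. Step two: 15 min room-temperature incubation. Step three: Ub-Rho (150nM final) starts cleavage, tracked by fluorescence over six one-minute reads.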
TRHR ag: TRH receptor (human) agonism. P34981. TRHR cells, calcium flux fluo-8, FDSS agonist mode. activation, % at 2 µM. 0.18% of 360,000 active; in the data active = activation above about 30%; note: 0% is about no effect
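Read-out: compound-evoked intracellular calcium rise in TRHR cells, fluo-8 dye, kinetic FDSS fluorescence at 1 s/cycle following a 10-cycle baseline. Cells cultured overnight before dye loading (30 min–1.5 h, RT).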
D2 agonist: activates the human D2 dopamine receptor. activation, % at 2 µM. P14416. 0.53% of 340,000 active. HEK293 T-REx D2 cells, calcium flux agonist mode. AID 485358;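 active = activation over 3 SD above normal in the single-dose calcium agonist read, cut at about 30% in these data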; note: 0% is about no effect
Target sequence (P14416 whole entry, looked up): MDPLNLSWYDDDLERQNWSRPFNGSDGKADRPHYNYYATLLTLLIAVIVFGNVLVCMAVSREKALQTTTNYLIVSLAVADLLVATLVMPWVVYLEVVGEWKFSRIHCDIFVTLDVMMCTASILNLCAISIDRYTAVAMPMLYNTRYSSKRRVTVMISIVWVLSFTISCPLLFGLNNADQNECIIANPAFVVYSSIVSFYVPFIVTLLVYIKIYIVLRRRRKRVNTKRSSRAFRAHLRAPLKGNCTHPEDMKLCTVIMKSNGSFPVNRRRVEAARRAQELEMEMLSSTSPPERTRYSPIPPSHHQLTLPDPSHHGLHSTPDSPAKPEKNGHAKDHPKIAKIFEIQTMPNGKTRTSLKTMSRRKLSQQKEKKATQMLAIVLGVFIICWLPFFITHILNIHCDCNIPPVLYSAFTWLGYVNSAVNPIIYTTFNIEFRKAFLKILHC
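In this primary screen, compounds producing a positive calcium signal within 180 s of addition to tetracycline-induced, force-coupled HEK293 Trex D2 cells are flagged; cells are dye-loaded with a no-wash calcium kit beforehand.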
TrxR1 substrate: is turned over as a substrate by rat TrxR1. AID 588456. Potency, µM (highest dose often 114 µM), for the others: at the highest dose activity change, negative = substrate turnover. O89049. 0.01% of 390,000 active. purified TrxR1 substrate turnover, NADPH consumption readout; note: potency is the fitted concentration of half-maximal effect; % is set by controls: 0 for no effect and ±100 for the full control effect; nearly all actives have a fitted effect of over 50% in size
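Rat TrxR1, dispensed at 90 nM, was prereduced with 400 uM NADPH (final) for 5 min at ~22 deg C, then incubated with compound 15 min before 400 uM selenite. A first-read NADPH fluorescence drop versus no-compound background flagged substrates.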
D2 antag: antagonists of human D2 dopamine receptor | P14416 | HEK293 TREx D2 cells, calcium flux, dopamine EC80 | inhibition, % at 10 µM | 2% of 340,000 active | AID 485344; in the data active = inhibition above about 30%; note: 0% is about no effect
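Overnight-induced (tetracycline, 30 C) HEK293 T-REx cells carrying force-coupled D2 receive a no-wash calcium dye, then compound, then EC80 dopamine at 180 s; signals are read kinetically throughout.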
TRHR PAM: allosteric enhancers of human TRH receptor. P34981. TRHR cells, fluo-8 calcium fluorescence, EC20 TRH enhancement. enhancement, % at 2 µM. 0.66% of 360,000 active. AID 493056; in the data active = enhancement above about 30%; note: 0% is about no effect
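Enhancer read-out: after compound pinning and an initial kinetic agonist-mode read, an EC20 of TRH (10 nM final) was injected and fluo-8 calcium signal (Ex 480/Em 530) followed at 1 s/cycle for 100 cycles in TRHR-expressing cells.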
* marks the source's active call; other numbers are inactive results; ? = inconclusive; nt = no result given; [ ] = dose if it differs, or a comment. Unless noted, calls come from the whole dose curve; as a rule, active = well fitted inhibition curve with a large enough effect; inconclusive = small, poorly fitted or top-dose-only effect; inactive = no such curve, though single readings can be large or run the other way.

SMILES	TrxR1 inh	IDH1 R132H inh	PI4K2A block	USP1 inh	TRHR ag	D2 agonist	TrxR1 substrate	D2 antag	TRHR PAM
CC(=O)NC(=O)c1ccc(-c2ccc(Cl)cc2)o1	4%	-2%	0	-6%	-0.2	-1.4	29%	6	1
CN1CCc2c(sc(/N=C/c3ccco3)c2C(N)=O)C1	?	2%	-3	?	13	6.2	145%[activator]	6	3
O=C(C[C@H]1C/C=C\C[C@H](NC(=O)OCC2c3ccccc3-c3ccccc32)C(=O)OC[C@H]2CCCN2C1=O)NCCO	-4%	-5%	0	8%	nt	nt	0%	nt	nt
CCC1CCCCN1C(=O)Cn1c(=O)n(CCCC(=O)NCc2ccco2)c(=O)c2sccc21 (stereo unspecified)	19%[57.1 µM]	-4%	-5	-3%	-0.6	-0.2	-10%	-19	-2
Cc1ncc(CCl)c2c1OC(C)(C)OC2	?	4%	-1	-11%	-0.4	-0.1	4%[57.1 µM]	-41	-7
CCOc1ccc(Br)cc1S(=O)(=O)Nc1cccc(-c2ccc(OC)nn2)c1	13%[57.1 µM]	14%	-1	-19%	0.0	-0.3	-6%[57.1 µM]	nt	3
CCN(CC)CCN1C(=O)C(=O)/C(=C(/O)c2ccc(OC)cc2)C1c1cccs1 (stereo unspecified)	nt	nt	nt	nt	-0.9	-1.3	nt	3	-2
Cc1ccc(C(=O)OCC(=O)c2c[nH]c3ccccc23)cc1	17%	9%	6	-5%	0.2	0.5	2%	-4	3
Cc1ccc(NC(=O)CSc2n[nH]c(-c3ccccn3)n2)cc1	22%	2%	-10	-15%	-0.1	-1.0	5%	3	-3
Cn1nc(C(F)(F)F)c(/C=N/OC(=O)c2ccc(Cl)cc2)c1Cl	-3%[57.1 µM]	3%	-4	-5%	nt	nt	-1%[57.1 µM]	nt	nt
CCOC(=O)c1ccc(NS(=O)(=O)c2c(C)nc3sccn3c2=O)cc1	0%	0%	6	-26%	1.1	-1.7	-5%	12	-5
Nc1[nH]c(=O)[nH]c(=O)c1N=Nc1cccc(Cl)c1	-23%	-9%	-1	-8%	-1.4	-2.3	-21%	2	-2
O=C1NCC(Nc2ccccc2)C(=O)N1 (stereo unspecified)	-2%	3%	-1	-17%	nt	nt	2%	nt	nt
COc1ccc(CNn2c(-c3cccc(C)c3)nc3ccccc3c2=O)cc1OC	19%	3%	2	-14%	0.2	0.1	6%[57.1 µM]	-5	3
O=C(N/N=C/c1ccccn1)c1cc(C2CC2)nc2ccccc12	7%	6%	-3	-18%	0.1	0.2	2%	-22	9
COc1ccc(CN(Cc2ccc(C(=O)O)cc2)C(=S)Nc2ccc(C)cc2)cc1OC	-6%	-11%	8	-21%	-2.1	nt	1%	nt	-4
CCOc1cc(C2C(C(=O)N3CCCCC3)=C(C)NC3=C2C(=O)CCC3)cc(Br)c1O (stereo unspecified)	?	1%	8	-6%	0.1	0.1	4%[57.1 µM]	-6	0
Cc1ccc(-c2nc(C3CCN(S(=O)(=O)c4ccc(C(F)(F)F)cc4)CC3)no2)cc1	1%	6%	-10	-24%	0.7	-2.4	-4%	-7	1
Cc1ccccc1NC(=O)COC(=O)CCc1ccccc1	18%	5%	5	-20%	-0.2	-0.2	5%	24	5
Cc1ccc(S(=O)(=O)NCCC(=O)N2CCOCC2)cc1C	11%	1%	1	-18%	0.0	0.3	1%	-13	6
CC(CC(=O)NCc1ccccc1)C1CCCO1 (stereo unspecified)	27%	7%	1	0%	-0.2	0.5	5%	-9	-3
Cc1ccccc1S(=O)(=O)N1[C@@H](c2cccc(Cl)c2)C(C(=O)O)=CC[C@H]1c1ccc(Cl)cc1	17%[57.1 µM]	1%	-3	-14%	-0.7	-0.1	-8%[57.1 µM]	-3	-5
O=C(Nc1cccnc1)c1ccc([N+](=O)[O-])cc1Cl	4%	4%	6	-8%	0.3	0.1	1%	10	-5
O=C(Cn1c(C(F)(F)F)nc2ccccc21)NCCN1CCCC1	10%	3%	2	-22%	0.5	0.5	-2%	-6	6

Only USP1 inh, PI4K2A block and IDH1 R132H inh, for some of the entries so far:
structure,USP1 inh,PI4K2A block,IDH1 R132H inh
CC(CC(=O)NCc1ccccc1)C1CCCO1 (stereo unspecified),0%,1,7%
Cc1ccccc1S(=O)(=O)N1[C@@H](c2cccc(Cl)c2)C(C(=O)O)=CC[C@H]1c1ccc(Cl)cc1,-14%,-3,1%
O=C(Nc1cccnc1)c1ccc([N+](=O)[O-])cc1Cl,-8%,6,4%

Returning to the listing, repeating the four entries before the break.
SMILES	TrxR1 inh	IDH1 R132H inh	PI4K2A block	USP1 inh	TRHR ag	D2 agonist	TrxR1 substrate	D2 antag	TRHR PAM
CC(CC(=O)NCc1ccccc1)C1CCCO1 (stereo unspecified)	27%	7%	1	0%	-0.2	0.5	5%	-9	-3
Cc1ccccc1S(=O)(=O)N1[C@@H](c2cccc(Cl)c2)C(C(=O)O)=CC[C@H]1c1ccc(Cl)cc1	17%[57.1 µM]	1%	-3	-14%	-0.7	-0.1	-8%[57.1 µM]	-3	-5
O=C(Nc1cccnc1)c1ccc([N+](=O)[O-])cc1Cl	4%	4%	6	-8%	0.3	0.1	1%	10	-5
O=C(Cn1c(C(F)(F)F)nc2ccccc21)NCCN1CCCC1	10%	3%	2	-22%	0.5	0.5	-2%	-6	6
COc1ccc(OC)c(NC(=O)COC(=O)CCc2ccc(S(=O)(=O)N3CCOCC3)cc2)c1	6%	-2%	-3	0%	nt	nt	-3%	nt	nt
Cc1cc(C(=O)CN2C(=O)c3cccc(N)c3C2=O)c(C)n1Cc1cccs1	10%[57.1 µM]	6%	-4	-2%	1.6	0.5	-7%	-10	-1
COC(=O)c1cc(OC)c(OC)cc1N=CC1=C(O)CC(C)(C)CC1=O	5%	1%	-22	-15%	0.1	0.7	4%[57.1 µM]	16	-1
CCc1ccc(NC(=O)N2CCN(Cc3nc4ccc(C)cc4o3)CC2)cc1	13%[57.1 µM]	7%	2	?	-1.2	0.2	2%[57.1 µM]	nt	0
COc1cc(OC)c(NS(=O)(=O)c2c(C)[nH]c(=O)[nH]c2=O)cc1Cl	23%	1%	-3	-17%	-0.4	0.0	5%	9	-12
CC(C)(C)CNC(=O)[C@]1(C)CCC[C@@]2(C)C3CC[C@@]4(C)C[C@]3(CCC21)CC4=O (stereo partly specified)	10%	6%	4	-21%	0.2	0.2	1%	13	7
CCn1cc(C(=O)O)c(=O)c2cc(F)c(N3CCN(C(=S)NC(=O)c4ccccc4)CC3)cc21	-15%	5%	4	-17%	0.0	-0.3	9%	-2	-2
Oc1ccc(-c2cn3cc(C(F)(F)F)ccc3n2)cc1	3%	13%	-23	-8%	0.0	0.2	37%[activator]	13	1
Cc1ccc(NS(=O)(=O)c2ccccc2)c([N+](=O)[O-])c1	7%[2.29 µM]	6%	1	-15%	nt	nt	14%[57.1 µM]	nt	nt
COc1cccc(=O)c2c(C)n(C)c(C)c12	-8%	1%	-17	-17%	1.5	-0.3	5%	-12	-6
CN(CC(=O)Nc1ccc(F)c(F)c1F)C(=O)c1nn(Cc2ccccc2)c(=O)c2ccccc12	16%	3%	0	-25%	nt	nt	-1%	nt	nt
CC(C)Nc1nnc(SC(C)C(=O)Nc2ccc(Cl)cn2)s1 (stereo unspecified)	4%	-3%	-1	2%	1.2	-0.8	-3%	2	-5
CCOC(=O)CNC(=O)c1c(C)nn(-c2ccccc2)c1Cl	25%	4%	-2	-11%	-0.3	0.1	18%	2	-1
CN(C(=O)COC(=O)c1ccc(F)c(S(=O)(=O)N2CCOCC2)c1)C1CCS(=O)(=O)C1 (stereo unspecified)	13%	1%	-2	-2%	0.7	-0.4	8%	5	0
CC12CCC(C(=O)N3CCCc4ccccc43)(OC1=O)C2(C)C (stereo unspecified)	-5%	2%	-1	-15%	0.2	0.0	-8%	5	-3
O=C(COC(=O)c1ncc(Cl)c(Cl)c1Cl)Nc1ccc(Cl)cn1	?	3%	-1	?	0.3	-0.4	-2%	8	-8
O=C(C1CCN(S(=O)(=O)Cc2ccccc2)CC1)N1CCN(c2ccccc2)CC1	-12%	-14%	1	-7%	0.0	0.1	57%[activator]	nt	1
CC(=O)Nc1ccc(S(=O)(=O)NCC2CCC(C(=O)NCCCN(C)Cc3ccccc3)CC2)cc1 (stereo unspecified)	6%	10%	-2	-12%	0.6	0.0	5%	4	16
Cc1ccc(-n2ncc3c(SCc4ccccc4)ncnc32)cc1	37%[57.1 µM]	5%	-1	-6%	1.1	0.3	15%	-5	-3
O=C(Nc1ccccc1)N1CCC(C(=O)N2CCCC(C(F)(F)F)C2)CC1 (stereo unspecified)	38%	8%	-8	-18%	0.4	0.9	18%	10	-4
CCCS(=O)(=O)Nc1cc(C(F)(F)F)ccc1OCCOC	-4%	10%	-1	-21%	-0.8	1.1	0%	5	2
Cc1nc2c(cnn2-c2ccccc2Cl)c(=O)n1-c1ccc(N2CCC(C)CC2)cc1	15%	4%	0	-21%	0.0	-3.4	-2%	2	-9
S=C(c1cccs1)N1CCCC1	-10%	1%	-1	-16%	-0.6	-0.1	-3%	-14	2
CCOC(=O)c1c(CN(C)C)n(C)c2c(O)c(N=NC(N)=O)c3ccc(Br)cc3c12	22%	4%	-29	35µM*	0.4	0.2	-9%	-15	9
OCCCNc1nc(-c2ccccc2)c2cc(Cl)ccc2n1	16%	-24%	0	-12%	nt	nt	26%	nt	nt
Cc1ccc(CCNC(=O)c2cc3sccc3n2Cc2ccc(F)cc2)cc1	10%	9%	1	-29%	0.9	0.0	-1%	nt	7
CC(=O)c1cccc(Nc2c3c(nc4nc(-c5cccs5)nn24)CCCC3)c1	0%[57.1 µM]	-14%	1	?	-1.0	-0.6	3%[57.1 µM]	nt	3
Cc1noc(C)c1NC(=O)Nc1ccc2c(c1)C(=O)N([C@@H](C)CO)C[C@@H](C)[C@@H](CN(C)Cc1ccc3c(c1)OCO3)O2	1%	-9%	-6	-24%	nt	nt	2%	nt	nt
